# Assay outcomes: PubChem BioAssay, National Center for Advancing Translational Sciences (NCATS)
# Pin1 inh: blocks the human prolyl isomerase Pin1 | Q13526 | Pin1 FP peptide displacement, HiFluor488, 10 min | Potency, µM (doses to about 115 µM), for inactives: at the top dose activity, negative = inhibition, hits mostly inhibitors | 390,000 tested, 0.009% active | AID 504891; active means well fitted inhibition curve with a large enough effect in the polarisation, with a control signal flat, not every such curve was filed as active; inconclusive means small, poorly fitted or top-dose-only effect, or effect the other way, or a change in a side signal; inactive means no such curve, though single readings can be large or run the other way; the % refers to the polarisation; further: on the % scale 0 is the no-effect control and ±100 the full control effect
# GLS inh: glutaminase GLS (human) inhibition; AID 624170; 410,000 tested, 0.21% active; GLS enzymatic activity, qHTS titration; O94925; Potency, µM (series often up to 45.5 µM), for inactives: at the highest dose activity change, negative = inhibition, hits mostly inhibitors; further: on the % scale 0 is the no-effect control and ±100 the full control effect
#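 Assay buffer: 45 mM KH2PO4 pH 8.2, 0.02% Tween-20. hKGA acts on L-glutamine (1 mM solution added); product glutamate is reported by an oxidase/peroxidase Amplex Red coupling, with fluorescence taken at baseline and 30 min.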
# JMJD2A Tudor inh: JMJD2A Tudor domain (human) inhibition; 390,000 tested, 4.4% active; Potency, µM (doses to about 114 µM), for the others: at the highest dose activity change, negative = inhibition, usual class: inhibitors; AlphaScreen JMJD2A-Tudor / H3K4me3 peptide binding; further: on the % scale 0 is the no-effect control and ±100 the full control effect; nearly all actives have a fitted effect of over 50% in size
# RGS4 inh: inhibitors of human regulator of G protein signaling 4; AID 504845; Transcreener GDP fluorescence polarization, RGS4-accelerated GTP hydrolysis; P49798; Potency, µM (series often up to 114 µM), for the others: at the top dose activity change, negative = inhibition, actives largely listed as inhibitors; 390,000 tested, 0.039% active; further: on the % scale 0 is the no-effect control and ±100 the full control effect; nearly all actives have a fitted effect of over 75% in size; some results filed as inactive show a strong effect at the top dose
#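 MLSMR compounds (23 nl, pin-transferred) preincubated 10 min at room temperature with a 500nM (2x) first reagent, then RGS4 at 900nM (2x) plus Transcreener GDP mix added; fluorescence polarization (620/688 nm) read before and after 90 min at 30 °C.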
# Tb PGK inh: inhibitors of T. brucei phosphoglycerate kinase; Potency, µM (top dose mostly 57.5 µM), without a hit: at the highest dose activity change, negative = inhibition, hits mostly inhibitors; P07378; 380,000 tested, 0.043% active; PGK/GAPDH coupled, Kinase-Glo luminescence, 60 min; further: on the % scale 0 is the no-effect control and ±100 the full control effect; nearly all actives have a fitted effect of over 60% in size
#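 Recombinant glycosomal PGK reaction used 1,3-bisphosphoglycerate generated in-well by GAPDH (100nM final) in 100mM TEA pH 7.6, 5mM MgCl2, 0.01% Tween-20. After 60 minutes at room temperature, ATP was read by Kinase-Glo Plus luminescence end-point.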
# HP1b binding inh: HP1-beta chromodomain-methylated histone interaction inhibition; Potency, µM (series often up to 114 µM), without a hit: at the highest dose activity change, negative = inhibition, actives largely listed as inhibitors; AlphaScreen HP1-beta / biotin-H3K9me3 peptide binding; 390,000 tested, 0.56% active; further: nearly all actives have a fitted effect of over 70% in size; inactives centre near 23
#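 AlphaScreen: HP1-beta (50 nM) preformed 30 min with biotin-H3(1-18)K9me3 peptide (50 nM) in PBS pH 7.4, 0.01% Tween-20. Compound added for 30 min at RT, then streptavidin donor/nickel chelate acceptor beads (10 ug/mL) for 30 min.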
# ALOX12 inh: blocks human arachidonate 12S-lipoxygenase; P18054; 580,000 tested, 1.1% active; Potency, µM (titrated, usually from 108 µM), without a hit: at the highest dose activity change, negative = inhibition, hits mostly inhibitors; AID 1671190; purified 12hLO, xylenol orange hydroperoxide absorbance; further: on the % scale 0 is the no-effect control and ±100 the full control effect
# Target sequence (P18054 whole entry, looked up): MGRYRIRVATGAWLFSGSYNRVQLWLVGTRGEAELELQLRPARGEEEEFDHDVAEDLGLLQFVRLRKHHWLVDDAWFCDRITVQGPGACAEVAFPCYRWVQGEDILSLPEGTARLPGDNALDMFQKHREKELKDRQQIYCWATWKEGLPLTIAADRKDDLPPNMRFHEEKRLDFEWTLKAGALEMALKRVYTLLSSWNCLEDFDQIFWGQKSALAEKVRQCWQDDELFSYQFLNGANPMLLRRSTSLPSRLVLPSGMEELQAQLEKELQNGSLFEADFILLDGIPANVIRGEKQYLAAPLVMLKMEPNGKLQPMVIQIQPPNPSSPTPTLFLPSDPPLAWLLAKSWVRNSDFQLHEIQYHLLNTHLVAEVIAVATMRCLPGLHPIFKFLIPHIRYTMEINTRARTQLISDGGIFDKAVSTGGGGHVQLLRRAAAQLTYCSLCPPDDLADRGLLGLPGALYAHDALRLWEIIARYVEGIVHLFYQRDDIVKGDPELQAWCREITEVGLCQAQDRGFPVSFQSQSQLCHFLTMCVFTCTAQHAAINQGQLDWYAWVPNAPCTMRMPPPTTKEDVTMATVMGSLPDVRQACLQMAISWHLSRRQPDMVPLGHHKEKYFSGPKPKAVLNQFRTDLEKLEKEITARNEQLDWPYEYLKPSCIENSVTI
#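 Purified human 12hLO (150 nM final) in 25 mM Hepes, 0.01% Triton X-100, pH 7.0 was preincubated 15 min at room temperature with compound. Then 40 uM arachidonic acid was added, 30 min. Hydroperoxide was read by Fe-XO absorbance ratio 573/405 nm.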
# TrxR1 inh: blocks rat thioredoxin reductase 1. Potency, µM (top dose mostly 114 µM), for inactives: at the highest dose activity change, negative = inhibition, hits mostly inhibitors. recombinant rTrxR1, NADPH fluorescence consumption, selenite substrate. 390,000 tested, 1% active. AID 588453; further: on the % scale 0 is the no-effect control and ±100 the full control effect; nearly all actives have a fitted effect of over 65% in size
#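 Rat TrxR1 (90 nM in the dispensed reagent) was pre-reduced with 400 uM NADPH for 5 min at room temperature, then incubated with compound for 15 min. After 400 uM selenite was added, NADPH fluorescence (Ex 340/Em 450 nm) was followed for 8 min.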
# ERG Ets-DNA blk: blocks human ERG Ets domain binding to DNA. P11308. fluorescence polarization, His-ERG Ets domain / labelled DNA. Potency, µM (series often up to 76.9 µM), for the others: at the highest dose FP activity, negative = inhibition, hits mostly inhibitors. 370,000 tested, 0.028% active. AID 624246; active means well fitted inhibition curve with a large enough effect in the polarisation, with a control signal flat; inconclusive means small, poorly fitted or top-dose-only effect, or effect the other way, or a change in a side signal; inactive means no such curve, though single readings can be large or run the other way; the % refers to the polarisation;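 further: polarization taken with two DNA probes labelled with fluorescein and Texas red; % of control where 0% means no effect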
# Target sequence (P11308 whole entry, looked up, the tested form may be a part): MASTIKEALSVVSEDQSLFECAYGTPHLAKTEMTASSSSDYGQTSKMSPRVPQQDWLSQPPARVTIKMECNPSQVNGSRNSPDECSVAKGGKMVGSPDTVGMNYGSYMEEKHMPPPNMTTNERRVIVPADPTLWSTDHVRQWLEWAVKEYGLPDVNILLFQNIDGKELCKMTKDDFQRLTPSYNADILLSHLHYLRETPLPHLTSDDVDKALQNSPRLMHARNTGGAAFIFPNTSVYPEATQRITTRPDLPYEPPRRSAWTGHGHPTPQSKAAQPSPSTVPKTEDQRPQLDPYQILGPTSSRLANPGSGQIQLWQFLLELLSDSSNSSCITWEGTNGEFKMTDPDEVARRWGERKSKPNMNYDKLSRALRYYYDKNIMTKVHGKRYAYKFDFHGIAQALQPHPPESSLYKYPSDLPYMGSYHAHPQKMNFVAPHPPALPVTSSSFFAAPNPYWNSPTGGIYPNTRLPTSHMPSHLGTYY
#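 His-tagged ERG Ets domain (1 uM in the protein solution; 300mM KCl, 50mM Tris-HCl, 1mM EDTA, 1mM DTT, pH 7.5) received compound, then a probe mix of 5 nM fluorescein-DNA and 100nM Texas-615-DNA. Fluorescence polarization was read for both dyes.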
# Active calls of the source: *; i = inactive; ? = inconclusive; . = not tested or not shown; & = joins results of further samples; [ ] = dose if it differs, or a comment. Unless noted, the call rests on the fitted dose curve; in most records, active means well fitted curve in the direction sought with a large enough effect; inconclusive means small, poorly fitted or top-dose-only effect, or another doubt; inactive means no such curve, though single readings can be large; an effect the other way counts as inactive or inconclusive. Potency means the concentration at half of the fitted maximal effect. Not all compounds are listed; rates above refer to the full screens.
# Under each structure – Pin1 inh	GLS inh	JMJD2A Tudor inh	RGS4 inh	Tb PGK inh	HP1b binding inh	ALOX12 inh	TrxR1 inh	ERG Ets-DNA blk
1	CCC(=O)c1ccc(N2CCN(C(=O)c3ccc(Br)cc3)CC2)c(F)c1
    -3%	19%	-2%	24%	.	26%	12%	10%	.
2	O=C(Nc1ccc2nsnc2c1)c1cccs1
    -1%	3%	34%	-28%	-3%	84%[activator]	0%	-11%	2%
3	CCn1c(-c2ccc3[nH]c(C)c(C)c3c2)n[nH]c1=S
    0%	15%	22µM*	-22%	6%	-26%	10µM*	-7%	.
4	O=C(Nc1cccc(S(=O)(=O)Nc2ccccc2F)c1)c1ccc2ccccc2n1
    7%	2%	25µM*	?	-11%	?	?	25%	-1%
5	Cc1ccccc1NC(=O)c1c(NC(=O)c2ccccc2F)sc2c1CCC(C)C2 (configuration not stated)
    0%	-2%	7%	-10%	i	14%	-12%	23%	0%
6	COc1ccc(NS(=O)(=O)c2cc(NC(=O)CC(C)(C)C)ccc2N2CCCC2)cc1
    4%	-6%	-25%	-7%	-1%	18%	357%[activator]	25%	-13%
7	CCOC(=O)c1c(-c2ccccc2)csc1NC(=O)C1CCCO1 (configuration not stated)
    -9%	-17%	-14%	-52%	-12%	-26%	?	-8%	.
8	Cc1nn(Cc2ccccc2Cl)c2sc(C(=O)NCc3ccc4c(c3)OCO4)cc12
    29%	-10%	-13%	-10%	-3%	9%	1%	3%	-6%
9	Oc1ccc(/C=N/N2CCN(C3c4ccccc4-c4ccccc43)CC2)c(O)c1
    -1%	1%	40µM*	6%	-2%	?	?	-5%[57.1 µM]	32%[activator]
10	COc1ccccc1C(=O)NCC(=O)N/N=C/c1cc(Br)ccc1OCc1ccccc1
    ?	0%	-15%	-23%	19%	2%	-6%	13%[57.1 µM]	8%

# 3 of the entries above in order of their number in TrxR1 inh, largest number first.
cpd	Structure	TrxR1 inh
4	O=C(Nc1cccc(S(=O)(=O)Nc2ccccc2F)c1)c1ccc2ccccc2n1	25%
5	Cc1ccccc1NC(=O)c1c(NC(=O)c2ccccc2F)sc2c1CCC(C)C2 (configuration not stated)	23%
1	CCC(=O)c1ccc(N2CCN(C(=O)c3ccc(Br)cc3)CC2)c(F)c1	10%

# New compounds follow.
# Under each structure – Pin1 inh	GLS inh	JMJD2A Tudor inh	RGS4 inh	Tb PGK inh	HP1b binding inh	ALOX12 inh	TrxR1 inh	ERG Ets-DNA blk
11	O=C(Nc1ccc(F)cc1)c1ccccc1NC(=O)C1CCCCC1C(=O)O (configuration not stated)
    -7%	0%	-17%	-13%[56.9 µM]	-5%	47%[activator]	5%	?	5%
12	Cc1cccc(NC(=O)CNC(=O)COC(=O)CCS(=O)(=O)c2ccccc2)c1C
    -13%	5%	-17%	8%	i	7%	-27%	-15%	3%
13	COc1ccc(C)cc1NC(=O)CCNS(=O)(=O)c1cccc(C(F)(F)F)c1
    1%	-13%	-9%	2%	-2%	19%	-11%	6%	-11%
14	Cc1cc(C)c2oc(C(=O)Nc3ccc(S(=O)(=O)N4CCCCCC4)cc3)cc(=O)c2c1
    -8%	0%	-16%	9%	i	11%	-22%	21%	4%
15	O=C(c1cccs1)N(Cc1cccnc1)c1nc2c(Cl)cccc2s1
    -6%	4%	1%	-13%	-5%	44%[activator]	-11%	9%[57.1 µM]	-6%
16	CCOC(=O)c1c(NC(=S)N2CCOCC2)sc(C)c1C
    -1%	14%	-14%	-28%	-4%	6%	36%[activator]	20%[57.1 µM]	1%
17	COc1ccc(Cl)cc1NC(=O)CSc1nc2ccccc2c2nc(-c3ccccc3)nn12
    -6%	6%	-16%	15%	-6%	34%	-20%	14%[57.1 µM]	-9%
18	COc1cccc(CNS(=O)(=O)c2cc(CN3C(=O)c4cccnc4C3=O)ccc2OC)c1
    0%	6%	-18%	9%	-3%	25%	-4%	27%	-4%
19	COc1ccc(S(=O)(=O)N2CCCCC2)cc1NC(=O)CN(C)C1CCCCC1
    1%	4%	-19%	0%	6%	14%	15%	30%	5%
20	C=C(C)CN(CC)C(=O)CN1C(=O)NC2(CCCc3ccccc32)C1=O (configuration not stated)
    -9%	0%	-4%	-4%	7%	44%[activator]	-12%	-18%	5%
21	COc1ccc(NC(=O)CCCn2cc([N+](=O)[O-])cn2)cc1
    1%	-16%	-7%	-4%	i	43%[activator]	7%	16%[57.1 µM]	6%
22	COC(=O)NNC(=O)c1ccc(Cl)cc1Cl
    -1%	11%	-7%	7%	-6%	19%	-19%	10%	-7%
23	CC1(C)OC(=O)C(=CNc2cccc(C(=O)O)c2)C(=O)O1
    -2%	6%	-6%	-28%	-5%	31%[activator]	?	-27%	-9%
24	CC(=O)Nc1ccc(S(=O)(=O)NNC(=O)c2ccc(S(=O)(=O)N3CCCCC3)cc2)cc1
    1%	?	-1%	-9%	0%	57%[activator]	0%	-1%[57.1 µM]	-8%
25	Cc1cccc(OCc2n[nH]c(=S)n2Cc2ccccc2)c1
    -3%	0%	?	6%	-4%	-11%	?	4%[57.1 µM]	0%
26	CCOC(=O)c1c(C)[nH]c(C(=O)Cn2nnc(-c3ccccc3Cl)n2)c1C
    8%	0%	-3%	-27%	0%	31%	0%	3%	-1%
27	NC(=O)C(=O)NN=C1C2CC3CC(C2)CC1C3
    -5%	-1%	?	10%	7%	1%	-19%	6%[57.1 µM]	-13%
28	Cc1ccc(OCC(=O)Nc2ccc(-c3nc4ccc(C)cc4o3)cc2)cc1
    12%	-6%	-16%	-5%	-5%	3%	1%&-1%	25%	3%
29	CC1=NOC2(C1)/C(=N/O)CCC/C2=N\O (configuration not stated)
    -1%	8%	-13%	-19%	i	29%	26%	8%	-1%
30	CC(C)(Oc1ccc(Br)cc1)C(=O)N1CCc2ccccc21
    -8%	5%	47%[activator]	12%	-5%	61%[activator]	4%	16%	2%
31	O=C(NCCCN1CCN(CCCNC(=O)c2cc([N+](=O)[O-])ccc2Cl)CC1)c1cc([N+](=O)[O-])ccc1Cl
    -2%	-7%	-34%	-1%	5%	4%	-3%	0%[57.1 µM]	3%
32	COc1ccc(NC(C)=O)cc1S(=O)(=O)Nc1cccc(S(=O)(=O)NC2=NCCC2)c1
    8%	?	9%	6%	-5%	30%	-22%	13%	-3%
33	Cc1ccccc1NC(=O)N1C2CCCC1CC(NC(=O)C(C)(C)C)C2 (configuration not stated)
    -3%	1%	-7%	-8%	-3%	30%	0%	7%	-8%
34	Cc1ccc2nc(N(CCCN(C)C)C(=O)c3ccc(Br)s3)sc2c1
    ?	10%&-2%	-18%	1%&16%	11%&-1%	13%&14%	?	?	-2%&-3%
35	Cc1[nH]c2ccccc2c1/C=N/NC(=O)CCC(=O)Nc1ccccc1
    23%	0%	-17%[11.4 µM]	?	-2%	-19%	6%	20%[57.1 µM]	7%
36	CC(C)(CNC(=O)c1cccc(S(=O)(=O)Nc2ccc(Br)cc2)c1)N1CCOCC1
    -2%	5%	-19%	1%	-11%	6%	?	8%	7%
37	Cc1cccc(C(=O)Nc2cc(NC(=O)c3cccs3)ccc2C)c1
    -3%	-1%	-14%	8%	-2%	52%[activator]	5%	29%[57.1 µM]	-1%
38	COc1cc(-c2cc[n+](C)cc2)ccc1O
    0%	7%	-20%	20%	-10%	31%	-4%	-2%	.
39	CN(C(=O)c1ccc(F)c(S(=O)(=O)N2CCOCC2)c1)C1CCCCC1
    0%	-2%	12%	-5%	-6%	31%	-4%	6%	4%
40	O=C(Nc1ccc(Br)cc1)c1ccccc1Br
    0%	-2%	-4%	5%	-3%	58%[activator]	?	8%	-2%
41	COc1ccc(OCc2cc(C(=O)N(C)C(C)c3ccon3)no2)c(Cl)c1 (configuration not stated)
    -3%	4%	-5%	0%	4%	33%	-1%	15%	-10%
42	COc1cc(OC)c(NS(=O)(=O)c2c(C)nc3sc(C)cn3c2=O)cc1Cl
    -1%	5%	-18%	4%	3%	41%[activator]	-19%	1%	3%
43	CCOC(=O)NC(=O)/C(C#N)=N\Nc1cccc(OC)c1
    1%	15%	-15%	23%	4%	0%	?	-5%[57.1 µM]	1%
44	COc1ccc(-c2cccc(C(=O)N3CCOCC3)c2)cc1
    0%	1%	-16%	11%	i	12%	-5%	13%[57.1 µM]	3%
45	Cc1ccccc1C1CC(c2ccc(F)cc2)Nc2nc(N)nn21 (configuration not stated)
    2%	8%	-24%	-11%	-5%	22%	486%[activator]	-7%	10%
46	O=C(Nc1ccccc1F)c1ccc(Cn2nc(N3CCN(c4ccccc4)CC3)ccc2=O)o1
    5%	1%	50µM*	-23%	i	8%	45µM*	5%[57.1 µM]	-6%
47	O=C(CCCN1C(=O)/C(=C/c2ccc(F)cc2)SC1=S)NC1CCS(=O)(=O)C1 (configuration not stated)
    16%	-5%	-23%	12%	7%	21%	-26%	-2%	27%
48	COc1ccc(C(=O)OCC(=O)Nc2ccc(OC(F)F)cc2)c(OC)c1
    0%	4%	-25%	7%	-7%	17%	-15%	-2%	-5%
49	O=C(Nc1ccc(Cl)cc1)C1CCN(c2nc3ccccc3nc2C(F)(F)F)CC1
    -10%	-2%	-4%	14%	-9%	13%	-16%	18%[57.1 µM]	5%
50	O=C(CN1C(=O)COc2ccc(S(=O)(=O)N3CCCC3)cc21)N1CCN(c2ccc(Cl)cc2)CC1
    2%	5%	-22%	9%	i	52%[activator]	-8%	19%	7%
51	CN(c1ncnc(N)c1[N+](=O)[O-])C1CCS(=O)(=O)C1 (configuration not stated)
    -2%	-11%	-15%	-16%[56.9 µM]	-5%	32%	-1%	9%	-17%
